Compound activity as filed in PubChem BioAssay.
mIDH1 inhibitor: qHTS for Inhibitors of mutant isocitrate dehydrogenase 1 (IDH1): qHTS; Potency, µM (highest dose often 76.6 µM), inactives show top-dose activity change, negative = inhibition, most hits filed as inhibitors; hit rate 0.093% among 390,000; Isocitrate dehydrogenase [NADP] cytoplasmic (Homo sapiens), O75874; IDH1-R132H enzyme, NADPH consumption, diaphorase/resazurin fluorescence; note: potency is the fitted concentration of half-maximal effect; % is set by controls: 0 for no effect and ±100 for the full control effect; nearly all actives have a fitted effect of over 65% in size
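IDH1-R132H (0.5 ug/mL dispensed) in pH 7.5 Tris buffer was preincubated 30 min with compound, then given a substrate mix of 0.016 mM NADPH and 2 mM alpha-KG for 80 min at room temperature; remaining NADPH was read by diaphorase/resazurin fluorescence.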
USP1-UAF1 inh: Inhibitors of USP1/UAF1: Primary Screen | Potency, µM (titrated, usually from 57.1 µM), for inactives: top-dose activity change, negative = inhibition, hits mostly inhibitors | hit rate 0.23% among 390,000 | Ubiquitin carboxyl-terminal hydrolase 1 (Homo sapiens), O94782 | recombinant USP1/UAF1, Ub-Rhodamine cleavage fluorescence; note: potency is the fitted concentration of half-maximal effect; % is set by controls: 0 for no effect and ±100 for the full control effect; nearly all actives have a fitted effect of over 60% in size; inactives centre near -12
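In this screen, compounds sit with the deubiquitinase complex (1nM) for 15 min at room temperature before Ub-Rho is added at 150nM final. Fluorescence rise is then followed for 6 reads every 60 seconds.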
TrxR1 substrate: qHTS Assay for Substrates of Mammalian Selenoprotein Thioredoxin Reductase 1 (TrxR1): qHTS; Thioredoxin reductase 1, cytoplasmic (Rattus norvegicus), O89049; purified TrxR1 substrate turnover, NADPH consumption readout; Potency, µM (highest dose often 114 µM), inactives show at the top dose activity change, negative = substrate turnover; hit rate 0.01% among 390,000; note: potency is the fitted concentration of half-maximal effect; % is set by controls: 0 for no effect and ±100 for the full control effect; nearly all actives have a fitted effect of over 50% in size
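Rat TrxR1, dispensed at 90 nM, was prereduced with 400 uM NADPH (final) for 5 min at ~22 deg C, then incubated with compound 15 min before 400 uM selenite. A first-read NADPH fluorescence drop versus no-compound background flagged substrates.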
Pin1 inh: qHTS Assay to Find Inhibitors of Pin1. hit rate 0.009% among 390,000. Peptidyl-prolyl cis-trans isomerase NIMA-interacting 1 (Homo sapiens), Q13526. Potency, µM (top dose mostly 115 µM), inactives show top-dose activity, negative = inhibition, actives largely listed as inhibitors. Pin1 FP peptide displacement, HiFluor488, 10 min; active = well fitted inhibition curve with a large enough effect in the polarisation, with a control signal flat, not every such curve was filed as active; inconclusive = small, poorly fitted or top-dose-only effect, or effect the other way, or a change in a side signal; inactive = no such curve, though single readings can be large or run the other way; the % refers to the polarisation; note: potency is the fitted concentration of half-maximal effect; % is set by controls: 0 for no effect and ±100 for the full control effect
Target sequence (Q13526 whole entry, looked up): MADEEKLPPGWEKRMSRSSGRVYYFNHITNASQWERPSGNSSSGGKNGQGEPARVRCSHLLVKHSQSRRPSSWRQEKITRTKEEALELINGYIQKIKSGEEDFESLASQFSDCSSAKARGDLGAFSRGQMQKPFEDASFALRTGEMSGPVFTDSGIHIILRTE
PI4K2A block: qHTS for small molecular inhibitors of PI4K2A; Phosphatidylinositol 4-kinase type 2-alpha (Homo sapiens), Q9BTU6; purified PI4K2A, ADP-Glo luminescence, 1 h; active compounds read low; activity change, negative = inhibition, % at 76.9 µM; hit rate 0.13% among 420,000; in the data active = activity change below about -50%; inconclusive = mostly about -30% to -49%;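 note: -100% = wells without enzyme as full effect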
Target sequence (Q9BTU6 whole entry, looked up): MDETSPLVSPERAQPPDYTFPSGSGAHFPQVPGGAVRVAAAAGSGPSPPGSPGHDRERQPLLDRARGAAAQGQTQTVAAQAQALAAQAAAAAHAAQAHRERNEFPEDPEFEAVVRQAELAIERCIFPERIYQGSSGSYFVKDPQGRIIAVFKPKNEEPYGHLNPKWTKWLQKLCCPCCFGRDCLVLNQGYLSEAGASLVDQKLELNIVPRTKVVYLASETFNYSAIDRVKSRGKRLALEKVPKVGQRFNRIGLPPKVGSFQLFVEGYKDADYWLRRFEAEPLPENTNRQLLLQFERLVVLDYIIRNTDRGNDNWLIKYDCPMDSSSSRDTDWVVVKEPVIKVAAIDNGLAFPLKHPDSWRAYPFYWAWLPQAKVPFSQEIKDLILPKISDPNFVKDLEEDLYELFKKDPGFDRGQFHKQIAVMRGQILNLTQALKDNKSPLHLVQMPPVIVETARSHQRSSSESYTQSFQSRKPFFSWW
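ADP-Glo luminescence measured ADP generated by PI4K2A enzyme (4 ug/mL before mixing) with 1.2 mM PI substrate (pre-mix) and 300 microM ATP (pre-mix). Tris pH7.5 buffer with MgCl2, Triton X-100; 1 h reaction at ambient temperature.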
GLS inh: qHTS for Inhibitors of Glutaminase (GLS); AID 624170, 2012; GLS enzymatic activity, qHTS titration; hit rate 0.21% among 410,000; Potency, µM (series often up to 45.5 µM), for inactives: at the highest dose activity change, negative = inhibition, most hits filed as inhibitors; note: potency is the fitted concentration of half-maximal effect; % is set by controls: 0 for no effect and ±100 for the full control effect
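hKGA; 45 mM KH2PO4 pH 8.2 + 0.02% Tween-20; cpd via pin tool; 1 mM Gln soln; GluOx/HRP/Amplex Red; RT 30 min; fluor. t0 & final.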
TrxR1 inh: qHTS Assay for Inhibitors of Mammalian Selenoprotein Thioredoxin Reductase 1 (TrxR1): qHTS; Thioredoxin reductase 1, cytoplasmic (Rattus norvegicus), O89049; recombinant rTrxR1, NADPH fluorescence consumption, selenite substrate; Potency, µM (highest dose often 114 µM), for the others: at the highest dose activity change, negative = inhibition, most hits filed as inhibitors; hit rate 1% among 390,000; AID 588453, 2011; note: potency is the fitted concentration of half-maximal effect; % is set by controls: 0 for no effect and ±100 for the full control effect; nearly all actives have a fitted effect of over 65% in size
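Rat TrxR1 (90 nM in the dispensed reagent) was pre-reduced with 400 uM NADPH for 5 min at room temperature, then incubated with compound for 15 min. After 400 uM selenite was added, NADPH fluorescence (Ex 340/Em 450 nm) was followed for 8 min.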
Tb PGK inh: qHTS Assay to Find Inhibitors of Phosphoglycerate Kinase; AID 602233, 2012; Potency, µM (top dose mostly 57.5 µM), for the others: top-dose activity change, negative = inhibition, most hits filed as inhibitors; PGK/GAPDH coupled, Kinase-Glo luminescence, 60 min; Phosphoglycerate kinase, glycosomal (Trypanosoma brucei brucei), P07378; hit rate 0.043% among 380,000; note: potency is the fitted concentration of half-maximal effect; % is set by controls: 0 for no effect and ±100 for the full control effect; nearly all actives have a fitted effect of over 60% in size
Target sequence (P07378 whole entry, looked up): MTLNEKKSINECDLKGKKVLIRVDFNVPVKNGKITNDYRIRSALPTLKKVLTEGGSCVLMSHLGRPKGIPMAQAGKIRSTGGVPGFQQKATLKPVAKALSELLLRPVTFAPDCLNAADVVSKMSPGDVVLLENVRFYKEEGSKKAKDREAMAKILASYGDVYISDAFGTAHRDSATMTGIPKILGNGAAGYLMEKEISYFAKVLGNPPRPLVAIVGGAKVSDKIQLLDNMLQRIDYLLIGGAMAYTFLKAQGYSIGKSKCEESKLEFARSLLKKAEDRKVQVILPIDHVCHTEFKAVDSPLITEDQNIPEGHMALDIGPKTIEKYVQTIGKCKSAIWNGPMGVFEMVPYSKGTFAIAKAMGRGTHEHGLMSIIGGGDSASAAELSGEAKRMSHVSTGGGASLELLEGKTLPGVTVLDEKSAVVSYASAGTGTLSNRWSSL
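Recombinant glycosomal PGK reaction used 1,3-bisphosphoglycerate generated in-well by GAPDH (100nM final) in 100mM TEA pH 7.6, 5mM MgCl2, 0.01% Tween-20. After 60 minutes at room temperature, ATP was read by Kinase-Glo Plus luminescence end-point.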
HP1b chromo inh: HTS for Inhibitors of HP1-beta Chromodomain Interactions with Methylated Histone Tails. Chromobox protein homolog 1 (Homo sapiens), P83916. AlphaScreen HP1-beta / biotin-H3K9me3 peptide binding. Potency, µM (series often up to 114 µM), without a hit: at the top dose activity change, negative = inhibition, usual class: inhibitors. hit rate 0.56% among 390,000. AID 540317, 2011; note: potency is the fitted concentration of half-maximal effect; nearly all actives have a fitted effect of over 70% in size; inactives centre near 23
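AlphaScreen: HP1-beta (50 nM) preformed 30 min with biotin-H3(1-18)K9me3 peptide (50 nM) in PBS pH 7.4, 0.01% Tween-20. Compound added for 30 min at RT, then streptavidin donor/nickel chelate acceptor beads (10 ug/mL) for 30 min.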
* hit, by the source's call; i = inactive; ? = inconclusive; nt = not tested or not shown; & = joins results of further samples; [ ] = remark or other dose. Unless noted, calls come from the whole dose curve; as a rule, active = well fitted curve in the direction sought with a large enough effect; inconclusive = small, poorly fitted or top-dose-only effect, or another doubt; inactive = no such curve, though single readings can be large; an effect the other way counts as inactive or inconclusive.

mIDH1 inhibitor,Tb PGK inh,HP1b chromo inh,Pin1 inh,structure,TrxR1 substrate,USP1-UAF1 inh,TrxR1 inh,GLS inh,PI4K2A block
-2%,-2%,8%,31%[activator],COc1cccc(-c2noc(-c3cc4ccccc4oc3=O)n2)c1OC,-1%,-19%,14%,-4%,-4
0%,-2%,16µM*,1%,COC(=O)C1=C(C)NC(C)=C(C(=O)OCC(C)C)C1c1ccccc1[N+](=O)[O-] (centres undefined),-8%,-27%,9%,1%&-8%,1&-3
1%,-5%,39%,-2%,CN1C2CCC1CC(NS(=O)(=O)c1ccc(C#N)cc1)C2 (centres undefined),0%,-19%,22%,-20%,3
-3%,7%,20%,3%,O=C(CSc1cccc[n+]1[O-])NCC1CCCCC1,7%[57.1 µM],1%,5%,7%,4
2%,-9%,29%,-2%,Cc1ccc(C)c(NC(=O)c2cc3ccccn3n2)c1,2%[57.1 µM],6%,10%[57.1 µM],6%,-7
-3%,-7%,14%[57 µM],0%,CC(=O)c1ccc(N2CCN(C(=O)CS(=O)(=O)c3cccc4nsnc34)CC2)cc1,-1%[57.1 µM],-6%,-15%[57.1 µM],3%,-3
-3%,-2%,22%,3%,O=C(CN1C(=O)COc2ccc(Cl)cc21)Nc1cccc(F)c1,4%[57.1 µM],-18%,13%[57.1 µM],2%,2
11%,4%,39%,1%,CSc1ccccc1NS(=O)(=O)c1cccc2nonc12,-4%,-18%,-1%,10%,2
7%,-1%,-2%,-6%,COc1ccccc1N1CCN(/N=C/c2ccc(OC)c(OC)c2OC)CC1,0%,-23%,8%,18%,2
8%,0%,39%,-1%,CCOC(=O)Cc1nnc(Nc2ccc(C(=O)NC)cc2)c2ccccc12,-15%[57.1 µM],-6%,20%[57.1 µM],7%,-5
7%,-6%,31%,8%,C=CCn1cnc2sc(C(=O)Nc3ccccc3OC)c(C)c2c1=O,11%,-22%,27%,-13%,2
-1%,-7%,nt,nt,O=C(c1cccnc1)N1CCC2CC1c1c(Cl)cccc12 (centres undefined),nt,-22%,nt,-1%,-5
8%,i,14%,12%,COc1ccc(C(=O)/C=C/c2ccc(OC)c(COc3ccccc3F)c2)cc1,-5%,-16%,-3%,-2%,0
8%,i,25%,-8%,COc1ccc(C(=O)N2CCN(S(=O)(=O)N3CCOCC3)CC2)cc1OC,10%,-13%,8%[57.1 µM],-3%,-5
14%,2%,?,6%,C=CCn1c(O)c(N=NC(=S)Nc2ccc(OC)cc2)c2ccccc21,0%[57.1 µM],-12%,3%[57.1 µM],-2%,1
6%,-4%,50%[activator],0%,O=C(Cc1cccs1)Nc1ccc(F)c(F)c1,-8%,-8%,-15%,-4%,-1
-3%,-3%,26%,0%,O=C(COC(=O)c1ccc[nH]c1=O)NCCc1ccc(Cl)cc1Cl,3%,-14%,10%,1%,1
5%,7%,46%[activator],3%,CCCN1CCN(C(c2cc3cc4c(cc3[nH]c2=O)OCO4)c2nnnn2C(C)(C)C)CC1 (centres undefined),171%[activator],-10%,-14%,9%,-6
0%,-9%,25%,4%,Cc1ccc(S(=O)(=O)Nc2nccs2)cc1[N+](=O)[O-],-4%[57.1 µM],-6%,0%[57.1 µM],1%,-2
20%,0%,24%,2%,COc1cccc(CNS(=O)(=O)c2ccc(-c3cc(C(F)(F)F)on3)s2)c1,0%[57.1 µM],-28%,29%[57.1 µM],-5%,0
5%,-7%,56%[activator],0%,NC(=O)c1ccccc1N1CCCCC1,8%,-12%,14%,23%,-6
nt,nt,45%[activator],0%,CCSc1ncc(Cl)c(C(=O)Nc2c(C(=O)Nc3cccc(C)c3)oc3ccccc23)n1,5%,10%,9%,-3%,-8
0%,-7%,37%,?,COc1ccc(C(=O)Cn2c(=O)oc3ccc(C)cc32)cc1,-4%,-10%,18%[0.0914 µM],-5%,1
5%,-9%,35%,-1%,Cc1cccc(-c2nnc(SCC(=O)N3CCCCC3)o2)c1,-2%,-10%,0%,0%,-20
11%,-6%,72%[activator],3%,O=S(=O)(NCc1ccc(F)cc1)c1cc(Br)ccc1Br,3%&-5%,?,9%&8%,-8%,4
-2%,i,nt,nt,CC1CCCCC1NC(=O)CSc1nnc(C(F)(F)F)n1C (centres undefined),nt,-20%,nt,3%,-3
-7%,6%,-3%,1%,O=C(CCNC(=O)c1ccc(Cl)cc1)NCC(c1ccco1)N1CCCCC1 (centres undefined),1%,-14%,9%,10%,-1
-4%,9%,7%,0%,O=C(NCCC1=CCCCC1)c1cc(S(=O)(=O)N2CCOCC2)ccc1Cl,-7%[57.1 µM],-6%,7%,3%,29
1%,6%,7%,8%,CCN(CC)C(=O)Cn1cc(C(=O)C(=O)N2CCN(Cc3ccc4c(c3)OCO4)CC2)c2ccccc21,-1%,-8%,-13%,6%,0
5%,1%,19%,0%,COc1ccccc1NCC(=O)NC(=O)NC1CCCCC1,5%,-4%,14%,64%[activator],-15

Results in GLS inh and TrxR1 inh, for some of the entries so far:
| Structure | GLS inh | TrxR1 inh |
| --- | --- | --- |
| C=CCn1c(O)c(N=NC(=S)Nc2ccc(OC)cc2)c2ccccc21 | -2% | 3%[57.1 µM] |
| O=C(Cc1cccs1)Nc1ccc(F)c(F)c1 | -4% | -15% |

The list goes on:
mIDH1 inhibitor,Tb PGK inh,HP1b chromo inh,Pin1 inh,structure,TrxR1 substrate,USP1-UAF1 inh,TrxR1 inh,GLS inh,PI4K2A block
17%,-1%,11%,0%,CC(=O)c1ccc(N2CCN(c3ccc(NC(=O)c4ccc(F)cc4)cc3C(=O)O)CC2)cc1,5%[57.1 µM],3%,22%[57.1 µM],-15%,-3
4%,-1%,-15%,?,COc1cc(OC)cc(C(=O)NCC(=O)OCc2csc(-c3ccccc3)n2)c1,-9%,-11%,?,4%,3
-4%,i,19%,0%,C=C(C)c1cccc(C(C)(C)NC(=O)NCc2ccc(OC)cc2)c1,-3%[57.1 µM],-5%,-10%[57.1 µM],2%,3
8%,-2%,25%,-1%,CS(=O)(=O)N(CC(=O)N/N=C/c1ccccn1)c1ccc(Oc2ccccc2)cc1,-4%,-20%,16%,2%,0
0%,-11%,12%,-3%,O=C1N=c2ccccc2=C1c1sc(=S)n(NC(=O)c2ccccc2)c1O,7%,-19%,-7%,-2%,2
8%,6%,56%[activator],2%,CC(C)N1C(=O)CCC1C(=O)O (centres undefined),2%[57.1 µM],1%,-5%[57.1 µM],8%,-1
-2%,1%,19%,0%,O=C(c1ccccc1Cl)N1c2ncnn2C2(CCCCC2)[C@@H]2CCCC[C@@H]21,1%,-13%,9%,1%,-4
-1%,-1%,nt,nt,C[C@H](CO)N1C[C@H](C)[C@@H](CN(C)Cc2ccc(-c3ccccc3)cc2)Oc2ncc(C#C[C@@H](C)O)cc2C1=O,nt,-16%,nt,2%,-1
10%,i,27%,-4%,CC(C)CCN1CCN(Cc2nc(-c3ccccc3)cs2)CC1CCO (centres undefined),-17%[57.1 µM],-7%,17%[57.1 µM],7%,-4
0%,-3%,-22%[57 µM],4%,N#CC(c1ccc([N+](=O)[O-])cc1)C(CC(=O)c1ccccc1)c1ccccc1 (centres undefined),6%[57.1 µM],-31%,-2%[2.29 µM],-2%,1
11%,-4%,?,41%[activator],COC(=O)c1ccc(N2NC(=O)/C(=C/c3cc(OC)c(O)c(OC)c3)C2=O)cc1,-18%,?,?,31%[activator],-12
-9%,7%,24%,2%,Cc1ccc(NC(=O)Cc2ccc(NC(=O)N3CCCCc4ccccc43)cc2)cc1,-4%[57.1 µM],-26%,-3%[57.1 µM],-2%,-1
0%,0%,-1%,-5%,O=C(N/N=C/c1ccc(Cl)c([N+](=O)[O-])c1)c1cc(-c2ccc3c4c(cccc24)CC3)n[nH]1,-2%,-7%,22%,2%,1
-7%,-2%,-22%,-2%,Cc1c(C(=O)OCC[N+]2(C)CCCCC2)oc2ccccc12,5%,-13%,17%,2%,0
4%,6%,?,0%,CCOc1ccccc1CN1CCC(O)CC1,7%[57.1 µM],-12%,22%[57.1 µM],4%,-2
4%[38.3 µM],-5%,97%[activator],-9%,CCCN=C1N(CC)C[C@@H]2[C@@H]3C(=O)N(Cc4ccccc4)C(=O)[C@@H]3[C@](C)(C(=O)OC)N12,12%,-16%,17%,6%,-1
8%,-1%,-15%,15%,CC(=NCCc1c(C)[nH]c2ccc(C)cc12)C1=C(O)CC(c2ccccc2)CC1=O (centres undefined),-3%,-18%,8%,0%,-2

Only part of the results is shown (hit frequency here may not be typical).
